MBNL1-CUG inh – qHTS Assay for Inhibitors of MBNL1-poly(CUG) RNA binding; Muscleblind-like protein 1 (Homo sapiens), Q9NR56; TR-FRET MBNL1-His/biotin-(CUG)12 binding, 665/545 ratio; Potency, µM (titrated, usually from 57.5 µM), without a hit: at the top dose activity change, negative = inhibition, actives largely listed as inhibitors; actives 0.036% (n = 280,000); active means well fitted inhibition curve with a large enough effect in the signal ratio, with a control signal flat, not every such curve was filed as active; inconclusive means small, poorly fitted or top-dose-only effect, or effect the other way, or a change in a side signal; inactive means no such curve, though single readings can be large or run the other way; the % refers to the signal ratio; further: potency means the concentration at half of the fitted maximal effect; on the % scale 0 is the no-effect control and ±100 the full control effect
Target sequence (Q9NR56 whole entry, looked up): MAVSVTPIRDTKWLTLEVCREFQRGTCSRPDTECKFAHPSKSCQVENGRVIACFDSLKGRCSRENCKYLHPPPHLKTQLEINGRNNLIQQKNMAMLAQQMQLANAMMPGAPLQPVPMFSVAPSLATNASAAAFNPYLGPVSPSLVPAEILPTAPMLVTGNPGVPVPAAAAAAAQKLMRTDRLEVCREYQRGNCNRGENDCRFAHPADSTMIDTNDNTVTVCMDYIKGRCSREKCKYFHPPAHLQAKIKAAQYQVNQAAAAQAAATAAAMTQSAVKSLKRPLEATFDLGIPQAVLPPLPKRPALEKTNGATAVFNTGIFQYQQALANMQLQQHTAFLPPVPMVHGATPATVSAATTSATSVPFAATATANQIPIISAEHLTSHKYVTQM
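MBNL1-His + Biotin-(CUG)12, cpd titration 92 nM–58 uM; Tb anti-His Ab 0.055 ng/ul, SA-XL665 5 nM (final); 60 min RT; ratiometric 665/545 nm, Ex 340 nm; normalized to buffer and full-complex controls.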
S-ASM inh – Inhibitors of Secretory Acid Sphingomyelinase (S-ASM): qHTS; Potency, µM (top dose mostly 57.5 µM), for the others: at the highest dose activity change, negative = inhibition, usual class: inhibitors; placental ASM, HMU-PC fluorogenic substrate, 60 min; actives 0.006% (n = 340,000); further: potency means the concentration at half of the fitted maximal effect
Target sequence (P17405 47-631 limits assumed): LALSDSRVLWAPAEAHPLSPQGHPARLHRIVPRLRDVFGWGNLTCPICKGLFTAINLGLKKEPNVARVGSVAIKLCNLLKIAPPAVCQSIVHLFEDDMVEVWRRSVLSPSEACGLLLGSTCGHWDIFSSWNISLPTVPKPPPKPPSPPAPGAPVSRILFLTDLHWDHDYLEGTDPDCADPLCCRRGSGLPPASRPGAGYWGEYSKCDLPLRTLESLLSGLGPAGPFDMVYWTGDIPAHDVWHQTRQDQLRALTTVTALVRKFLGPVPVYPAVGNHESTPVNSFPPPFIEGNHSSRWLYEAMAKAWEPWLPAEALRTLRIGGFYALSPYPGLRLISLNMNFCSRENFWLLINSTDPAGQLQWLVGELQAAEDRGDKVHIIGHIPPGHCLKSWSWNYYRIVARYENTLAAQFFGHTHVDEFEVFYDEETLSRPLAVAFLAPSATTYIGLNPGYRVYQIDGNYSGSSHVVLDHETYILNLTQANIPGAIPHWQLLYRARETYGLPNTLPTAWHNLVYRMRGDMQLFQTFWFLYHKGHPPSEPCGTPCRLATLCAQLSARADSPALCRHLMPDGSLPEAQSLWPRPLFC
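HMU-PC0 cleavage (9 uM final) by human placental ASM, 60 min at 37 °C following 10 min compound exposure at RT; stopped at pH 10, fluorescence Ex 386/Em 447 nm.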
A-T KAP1 phos – qHTS Assay for Identifying a Potential Treatment of Ataxia-Telangiectasia. Potency, µM (series often up to 57.5 µM), for the others: top-dose activation, actives largely listed as activators. actives 0.19% (n = 320,000). AID 485349, 2010. […] A-T fibroblasts, KAP-1 phosphorylation AlphaLISA; neocarzinostatin DNA damage 30 min before lysis; further: potency means the concentration at half of the fitted maximal effect; % of control where 0% means no effect; nearly all actives have a fitted effect of over 45% in size
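ATM-like activity read as KAP-1 phosphorylation via AlphaLISA donor/acceptor antibody pairs after lysis and 6 hr at 25C. Cells were ATM-null patient fibroblasts ([…], hTERT), dosed 60 min, then exposed to the DSB inducer NCS for 30 min.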
KCNH2 WT inh – qHTS for Inhibitors of KCHN2 3.1: Wildtype qHTS; U2OS, BacMam KCNH2, thallium flux FluxOr; active compounds read low; Voltage-gated inwardly rectifying potassium channel KCNH2 (Homo sapiens), Q12809; activity change, % at 1.84 µM; actives 0.37% (n = 340,000);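 active means maximum activity change below -70%; inconclusive means maximum activity change between -70% and -50%; inactive means maximum activity change above -50%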; further: on the % scale 0 is the no-effect control and ±100 the full control effect
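U2OS cells transduced with wild-type KCNH2 virus are loaded with FluxOr dye for 45 min, and thallium flux is measured in kinetic reads before and after stimulation buffer. Rate constants are normalized to DMSO controls.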
CXXC DNA block – qHTS Fluorescence Polarization Assay for Inhibitors of MLL CXXC domain - DNA interaction; MLL-CXXC / FITC-HOXA9 DNA fluorescence polarization; Potency, µM (top dose mostly 115 µM), for the others: at the top dose activity change, negative = inhibition, most hits filed as inhibitors; actives 0.037% (n = 290,000); AID 2662, 2010; active means well fitted inhibition curve with a large enough effect in the polarisation, with a control signal flat, not every such curve was filed as active; inconclusive means small, poorly fitted or top-dose-only effect, or effect the other way, or a change in a side signal; inactive means no such curve, though single readings can be large or run the other way; the % refers to the polarisation; further: potency means the concentration at half of the fitted maximal effect
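Steps: dispense CXXC domain solution (7 uM) → pin compounds or unlabeled HOX-A9 DNA control → 5 min ambient → add FLSN-HOX-A9 solution (50 nM) → spin → 30 min ambient → fluorescence polarization. Tris pH 7.5/NaCl/DTT/BSA buffer.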
a7 integrin act – qHTS for Activators of Integrin-Mediated Alleviation for Muscular Dystrophy; alpha7betagal myoblasts, beta-gal FDG fluorescence, 48 h; Potency, µM (titrated, usually from 38.3 µM), for inactives: top-dose activation, most hits filed as activators; actives 0.064% (n = 350,000);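 further: potency means the concentration at half of the fitted maximal effect; 100% = response of the positive control SU9516; nearly all actives have a fitted effect of over 60% in size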
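alpha7betagal+/- myoblasts (passage 13, 250/well) treated 48 h at 37C with compounds at 1:260 dilution of DMSO stock. Lysed, then beta-galactosidase activity read as FDG fluorescence (ex 480/em 540) after 30 min, with pre-read for autofluorescence.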
TRPV1 agonist – HTS Assay for Compounds that Act as Agonists of the Vanilloid Receptor 1; Transient receptor potential cation channel subfamily V member 1 (Homo sapiens), Q8NER1; TRPV1-expressing cells, Fluo-8 calcium influx, agonist mode; activation, % at 8.33 µM; actives 0.19% (n = 320,000); AID 540275, 2011; in the data active means activation above about 80%; inconclusive means between about 30% and that limit; further: 0% is about no effect
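Fluo-8 calcium influx in TRPV1-expressing cells, kinetic read (ex 480/em 520 nm). Compound added and read 3 min for agonist activity, followed by capsaicin at EC20 final and 2 min further read for enhancement.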
Coupling enz – qHTS Assay for Inhibitors of Fructose-1,6-bisphosphate Aldolase from Giardia Lamblia: Coupling assay counterscreen; AID 2472, 2010; actives 0.67% (n = 290,000); activity change, negative = inhibition, % at 58.2 µM, hits read low; coupling enzyme system counterscreen, AmpLite Red fluorescence; in the data active means activity change below about -30%; further: on the % scale 0 is the no-effect control and ±100 the full control effect
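Activity here indicates interference with the coupling reaction, not aldolase inhibition. Compounds at 57.5 uM final met coupling enzymes for 10 min at RT; substrate and AmpLite Red detection followed, with a 525/598 nm fluorescence read after 20 min.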
KCNH2 3.1 block – qHTS for Inhibitors of KCHN2 3.1: Mutant qHTS | activity change, % (tested at about 1.8 µM) | Potassium voltage-gated channel subfamily H member 2, brain isoform KCNH2 3.1 (human) | U2OS KCNH2 3.1, thallium flux FluxOr; active compounds read low | actives 0.95% (n = 340,000) | AID 720553, 2013;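 active means maximum activity change below -70%; inconclusive means maximum activity change from -70% to -50%; inactive means maximum activity change above -50%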;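 further: thallium influx rate constant from kinetic fluorescence after stimulation buffer; on the % scale 0 is the no-effect control and ±100 the full control effect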
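FluxOr-based Tl+ influx in U2OS cells transduced with KCNH2 3.1 virus; rate constants normalized to DMSO controls.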
GALK inh – qHTS Assay for Inhibitors of Human Galactokinase (GALK); Purified GALK, Kinase-Glo residual ATP luminescence; Potency, µM (highest dose often 57.5 µM), inactives show at the top dose activity change, negative = inhibition, actives largely listed as inhibitors; actives 0.007% (n = 270,000); further: potency means the concentration at half of the fitted maximal effect; on the % scale 0 is the no-effect control and ±100 the full control effect
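Compounds were pin-transferred into ATP buffer (35 uM final), then GALK plus galactose (5 nM, 100 uM final) was added. After 1 h at room temperature, Kinase-Glo Plus was added and luminescence read after 10 min.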
An asterisk follows results filed as active; ? = inconclusive; . = not tested or not shown; [ ] = remark or other dose. Unless noted, the call rests on the fitted dose curve; in most records, active means well fitted curve in the direction sought with a large enough effect; inconclusive means small, poorly fitted or top-dose-only effect, or another doubt; inactive means no such curve, though single readings can be large; an effect the other way counts as inactive or inconclusive.

SMILES	MBNL1-CUG inh	S-ASM inh	A-T KAP1 phos	KCNH2 WT inh	CXXC DNA block	a7 integrin act	TRPV1 agonist	Coupling enz	KCNH2 3.1 block	GALK inh
COC(=O)c1c(-c2c(Cl)cccc2Cl)noc1C(=O)NNC(=O)N(C)C	-5%	4%	-4%	1	-2%	-25%	-2	-4	4	-1%
CN(C)C=NC(=O)c1cc(C(=O)c2ccccc2)c[nH]1	-9%	-2%	-4%	-3	8%	18%	8	0	4	0%
Cc1ccc(-n2nc(C)c3c2OC(N)=C(C#N)C3c2ccoc2)cc1 (stereo not drawn)	?	-2%	-23%	-11	-27%	-17%	-1	-13	8	3%
CC1CCCN(c2nc3ccccc3nc2C(C#N)C(=O)OC2CCCCC2)C1 (stereo not drawn)	22%	.	8%	.	-20%	.	1	0	.	4%
CC(=O)C1CCC2C3CC(C)C4(O)CC(=O)CCC4(C)C3C(O)CC12C (stereo not drawn)	.	2%	.	-6	.	-16%	.	.	8	.
CC[C@]12CCCN3CCc4c(n(c5ccccc45)C(=O)C1)C32 (stereo partly drawn)	.	-10%	0%	41	2%	.	-4	5	-39	0%
CN(C(=O)c1ccc(NC(=O)Cc2ccc(NC(=O)C3CCCN(C(=O)C4CCC4)C3)cc2)cc1)C1CC1 (stereo not drawn)	.	3%	7%	3	.	-4%	2	.	20	.
Cc1c(F)cccc1NS(=O)(=O)c1ccc2c(c1)c(C)cc(=O)n2C	-14%	-13%	10%	1	4%	0%	1	2	4	0%
CC(=O)c1cccc(NC(=O)COc2ccccc2C(=O)c2cc(C#N)c(=O)n(C3CCCCC3)c2)c1	27%	-1%	2%	4	4%	-34%	3	-28	0	1%
Cc1cc(NC(=O)Cc2ccsc2)ccc1Br	2%	-4%	7%	-3	?	0%	?	0	-4	-2%
CCOc1ccc2nc(NC(=O)Nc3ccccc3)sc2c1	-3%	1%	3%	3	0%	36%	3	3	9	-3%
Clc1ccc(CN2CCN(c3ncnc4scc(-c5cccs5)c34)CC2)cc1	4%	-9%	.	-46	2%	-19%	0	-3	-83*	3%
COc1ccccc1C(CNC(=O)c1ccc(C)c(S(=O)(=O)N2CCCCC2)c1)N1CCCC1 (stereo not drawn)	.	1%	7%	4	.	0%	-4	.	8	.
O=C(Cc1ccccc1[N+](=O)[O-])Nc1ccc2c(c1)OCO2	?	-4%	-5%	2	-9%	1%	2	0	1	6%
CC(=O)N1N=C(c2cccs2)CC1c1ccc(C)o1 (stereo not drawn)	15%	-2%	-3%	0	-2%	-3%	16	2	-10	-1%
C=CC[C@@H](CC(=O)N[C@@H](CO)Cc1ccccc1)C(=O)N[C@H](COC(=O)[C@H](CC=C)CC(=O)OC(C)(C)C)Cc1c[nH]c2ccccc12	.	-7%	1%	-6	.	-35%	.	.	-18	.
Fc1ccc(-n2nnc(-c3cccnc3)n2)cc1	3%	0%	-9%	-4	20%	21%	1	2	4	2%
O=[N+]([O-])c1cccc(-c2nnc(C3CC3)o2)c1	?	-5%	2%	-16	-4%	-10%	-1	-1	-3	2%
CC(C)[C@@H](C(=O)O)N(Cc1cccc(CN([C@H](C(=O)O)C(C)C)S(C)(=O)=O)c1)S(C)(=O)=O	6%	-1%	-4%	-15	3%	14%	3	-1	1	.
Cc1cccc(NC(=O)c2ccco2)c1C	-3%	6%	?	5	-1%	1%	1	0	12	0%

Rewritten in CSV form: two of the compounds above.
SMILES,MBNL1-CUG inh,S-ASM inh,A-T KAP1 phos,KCNH2 WT inh,CXXC DNA block,a7 integrin act,TRPV1 agonist,Coupling enz,KCNH2 3.1 block,GALK inh
CC(=O)N1N=C(c2cccs2)CC1c1ccc(C)o1 (stereo not drawn),15%,-2%,-3%,0,-2%,-3%,16,2,-10,-1%
C=CC[C@@H](CC(=O)N[C@@H](CO)Cc1ccccc1)C(=O)N[C@H](COC(=O)[C@H](CC=C)CC(=O)OC(C)(C)C)Cc1c[nH]c2ccccc12,.,-7%,1%,-6,.,-35%,.,.,-18,.

The list goes on:
SMILES	MBNL1-CUG inh	S-ASM inh	A-T KAP1 phos	KCNH2 WT inh	CXXC DNA block	a7 integrin act	TRPV1 agonist	Coupling enz	KCNH2 3.1 block	GALK inh
Cc1ccc(Nc2c([N+](=O)[O-])c(=O)n(C)c3ccccc23)cc1C	?	-18%	-3%	-2	3%	-15%	7	0	-11	0%
Cc1c2n(c3ccccc13)CCN(C)C2	.	6%	5%	1	.	-17%	-1	.	6	.
CCCCN(CC)CCNC(=O)Cn1cnc2sc(C)c(S(=O)(=O)N3CCC(C)CC3)c2c1=O	-5%	3%	2%	43	13%	26%	-3	2	14	11%
CCN(c1ccccc1)S(=O)(=O)c1ccc(Oc2ccc([N+](=O)[O-])cc2)nc1	.	.	-1%	2	.	-25%	?	.	-7	.
Cc1ccc(CN2C(=O)COc3cc(NS(C)(=O)=O)ccc32)cc1	.	1%	.	25	.	-3%	.	.	-2	.
Cc1cc(C)c(C)c(S(=O)(=O)NCC(=O)O)c1C	-3%	1%	2%	-10	0%	0%	1	7	-2	-3%
O=C(CCl)Nc1ccc(S(=O)(=O)NC2=NCCCCC2)cc1	.	0%	3%	1	.	-52%[inhibitor]	.	.	2	.
Cc1ccccc1N(CC(=O)N/N=C/c1ccc(Cl)cc1)C(=O)c1ccccc1	-1%	-14%	-2%	-2	-5%	-43%	1	1	5	-4%
CC[C@@]1(C(=O)OC)N[C@H](CN(C)C(=O)Nc2ccc(Cl)cc2)[C@@H]2C(=O)N(Cc3ccccc3)C(=O)[C@@H]21	.	-17%	9%	-4	.	24%	.	.	-22	.
CCCOC(=O)CSc1nc(N)c(C#N)c(-c2ccco2)c1C#N	.	18%	.	4	.	6%	.	.	4	.
CCN1C(=O)C(O)(C2COC(C)(C)CC2=O)c2cc(Br)ccc21 (stereo not drawn)	1%	-1%	-1%	36	9%	-53%[inhibitor]	0	0	-11	-4%
O=C(Nc1ccccc1)c1cc(S(=O)(=O)NCc2ccncc2)ccc1Cl	3%	-1%	16%	1	23%	-40%[inhibitor]	-1	.	-7	4%
COc1cc([N+](=O)[O-])ccc1-c1ccc(/C=N/NC(=O)OC(C)(C)C)o1	?	-1%	-3%	-16	28%	4%	6	4	12	12%
CC(NC(=O)Cc1cccs1)C(c1cccs1)N1CCN(c2ccccc2)CC1 (stereo not drawn)	.	-1%	.	7	.	0%	.	.	-16	.
O=C(COc1ccc(S(=O)(=O)Nc2ccccc2)cc1)NCc1cccnc1	?	4%	1%	-4	-4%	10%	5	2	-3	0%
O=C(O)c1cccc(-c2nc3ccccc3[nH]2)c1	-2%	1%	7%	-8	-4%	21%	-2	0	4	.
Cc1cnc(C(=O)OCc2c(C)cc(C(C)(C)C)cc2C)cn1	0%	-4%	9%	-2	-1%	-32%	26	-2	0	5%
Cc1cc(C(=O)NCCc2ccc(Cl)cc2)c(C)o1	-4%	4%	11%	1	25%	4%	?	.	15	-3%
Cc1ccc2cc(CN(c3ccccc3)S(=O)(=O)c3ccccc3)c(=O)[nH]c2c1	-9%	-14%	-5%	8	0%	-10%	0	-1	-11	1%
Cc1sc2c(c1C)c(=O)n(-c1ccccc1)c1nnc(C)n21	4%	3%	4%	-6	-8%	-6%	.	0	3	1%

3 entries from above, sorted by heavy-atom count, rising:
SMILES	MBNL1-CUG inh	S-ASM inh	A-T KAP1 phos	KCNH2 WT inh	CXXC DNA block	a7 integrin act	TRPV1 agonist	Coupling enz	KCNH2 3.1 block	GALK inh
O=C(O)c1cccc(-c2nc3ccccc3[nH]2)c1	-2%	1%	7%	-8	-4%	21%	-2	0	4	.
CCN(c1ccccc1)S(=O)(=O)c1ccc(Oc2ccc([N+](=O)[O-])cc2)nc1	.	.	-1%	2	.	-25%	?	.	-7	.
Cc1ccccc1N(CC(=O)N/N=C/c1ccc(Cl)cc1)C(=O)c1ccccc1	-1%	-14%	-2%	-2	-5%	-43%	1	1	5	-4%

Sorted by value in S-ASM inh (smallest number first): 3 from the list above
molecule	S-ASM inh	CXXC DNA block	a7 integrin act	TRPV1 agonist	GALK inh
CC[C@@]1(C(=O)OC)N[C@H](CN(C)C(=O)Nc2ccc(Cl)cc2)[C@@H]2C(=O)N(Cc3ccccc3)C(=O)[C@@H]21	-17%	.	24%	.	.
Cc1sc2c(c1C)c(=O)n(-c1ccccc1)c1nnc(C)n21	3%	-8%	-6%	.	1%
CCCOC(=O)CSc1nc(N)c(C#N)c(-c2ccco2)c1C#N	18%	.	6%	.	.

Source: PubChem BioAssay

This is a random part of the collection; 2% or so of the library scored in one or more.
